# High-throughput results: PubChem BioAssay, Southern Research Specialized Biocontainment Screening Center
# M. tuberculosis – growth inhibition of non-replicating M. tuberculosis (AID 488890); Mycobacterium tuberculosis non-replicating, growth inhibition; higher % means a stronger effect; inhibition, % at 25 µM, or IC50 in µM where a hit was titrated; 0.39% of 320,000 active; in the data active = a potency from the dose series; inconclusive = inhibition mostly from about 82% at the one dose, without a potency; inactive = the rest, 99 in 100 with inhibition below about 76%;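 note: plate controls were DMSO cells for no effect and high antibiotic wells for full effect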
# H1N1 NS1A inhibition – H1N1 influenza NS1A inhibitors, functional cell based assay (AID 504329) | NS1A functional cell-based assay, percent inhibition; higher % means a stronger effect | inhibition, % at 12.5 µM; hits with a dose series show IC50 in µM | 0.3% of 340,000 active; in the data active = a potency from the dose series; inconclusive = inhibition above about 27% without an active follow-up result; note: strong numbers were not always called active
# VEEV TC-83 Vero – inhibitors of VEEV TC-83 cytopathic effect, confirmation, Vero cells (AID 588727) | Vero cells, VEEV TC-83 cytopathic effect inhibition; higher % means a stronger effect | inhibition, % at 20 µM, or IC50 in µM where a hit was titrated | 0.13% of 350,000 active; in the data active = a potency from the dose series; inconclusive = inhibition mostly from about 14% at the one dose, without a potency; inactive = the rest, 99 in 100 with inhibition below about 12%; note: strong numbers were not always called active
# Salmonella PhoP GFP – Inhibition of PhoP regulon, Salmonella typhi GFP reporter cells, confirmation, 4 h (AID 1850); 0.33% of 310,000 active; one-dose inhibition, % at 50 µM; IC50 in µM for titrated hits; Salmonella Typhi PhoP-promoter GFP reporter, fluorescence, 4 h; higher % means a stronger effect; in the data active = a potency from the dose series; inconclusive = inhibition mostly from about 25% at the one dose, without a potency; inactive = the rest, 99 in 100 with inhibition below about 19%;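 note: 0% = induced wells with vehicle and 100% = uninduced wells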
# H37Rv inhibition – M. tuberculosis growth inhibition, HTS (AID 449762); inhibition, % at 25 µM, or IC50 in µM where a hit was titrated; M. tuberculosis H37Rv growth inhibition, 7H9 media; higher % means a stronger effect; 0.59% of 330,000 active; in the data active = a potency from the dose series; inconclusive = inhibition above about 70% without an active follow-up result;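 note: bacterial growth assessed after seven days of incubation; strong numbers were not always called active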
# Active calls of the source: *; i = inactive; ? = inconclusive; · = no result given; & = joins results of further samples. The order is random. Share with any hit: about 1.5%.
# Results follow in this order: M. tuberculosis | H1N1 NS1A inhibition | VEEV TC-83 Vero | Salmonella PhoP GFP | H37Rv inhibition
- c1ccc2sc(SCc3ccc(-c4nnco4)cc3)nc2c1
 : i | 6% | 2.0% | 0% | ?
- Cc1ccc(S(=O)(=O)N2CCC[C@H]2C(=O)OCc2cc(=O)oc3cc(C)ccc23)cc1
 : 15% | -4% | 0.6% | · | 7%
- CC[C@]12C(=O)N(C)C[C@H]([C@@H]3C(=O)N(C)C(=O)[C@@H]31)N2C(=O)c1ccc(C)cc1
 : · | -7% | 0.1% | · | ·
- COc1cc(/C=N/NC(=O)c2ccc(O)cc2)ccc1OCC(=O)N1CC(C)OC(C)C1 (centres undefined)
 : -9% | -3% | 0.4% | 2% | 1%
- CCc1cc2c(=O)[nH]c(Cc3ccc(OC)cc3)nc2s1
 : -3% | -11% | 0.2% | 0% | 0%
- CC(Oc1ccccc1C(N)=O)C(=O)Nc1ccc(S(=O)(=O)N2CCCC2)cc1 (centres undefined)
 : 32% | -12% | 9.0% | 0% | 4%
- COC(=O)/C=C1/S/C(=N/NC(=O)c2ccccc2)NC1=O
 : -13% | -4% | 0.5% | 3% | -2%
- COc1ccc(C)cc1NC(=O)/C=C/c1ccc(OC)c(S(=O)(=O)N2CCOCC2)c1
 : 21% | -3% | 0.6% | · | -6%
- Oc1ccc2ccccc2c1C=NNc1ccccn1
 : · | 10% | 13% | · | ·
- COc1ccc(Br)cc1S(=O)(=O)Nc1ncn[nH]1
 : 1% | -7% | 1.9% | -6% | -3%
- COC(=O)c1nn(Cc2ccccc2)c(=O)c2ccccc12
 : -10% | 0% | i | -6% | 5%
- CC(C)CNC(=O)NC(=O)COC(=O)c1cc(F)cc(F)c1
 : 31% | -8% | 1.1% | 14% | -5%
- O=C(NC(=S)NC1CCC(O)CC1)c1ccco1 (centres undefined)
 : -4% | -9% | 0.2% | · | 2%
- COCCCC/C(=N\OCCN)c1ccc(C(F)(F)F)cc1
 : 38%&0%&15%&23% | -1%&1%&-4%&-15%&5% | 0.1%&0.3% | 14%&7%&12%&14% | 4%&12%&6%&11%
- COc1ccc(-c2cc(=NCC(=O)O)c3ccccc3o2)cc1
 : 9% | 22% | 1.1% | 39% | 0%
- Brc1ccc(-c2csc3ncnc(-n4nnc5ccccc54)c23)cc1
 : -1% | 14% | i | 5% | 4%
- COc1ccc(-n2nc(C(=O)NCC(=O)NCC3COc4ccccc4O3)c3ccccc3c2=O)c(OC)c1 (centres undefined)
 : 29% | -11% | 8.0% | 0% | 11%
- CCNC(=O)c1ccc(NC(=O)CC2SC(N3CCCC3)=NC2=O)cc1 (centres undefined)
 : -6% | 10% | 0.2% | 0% | 8%
- Cc1ccc(S(=O)(=O)NCC(=O)OC2CCOC2=O)cc1 (centres undefined)
 : -7% | 4% | 2.8% | -4% | -9%
- Cc1ccc(S(=O)(=O)N2CCN(C(=O)CC(C)C)CC2)cc1
 : -1% | -1% | i | 2% | -2%
- Cc1cc(C)n2cc(CSc3nc4cc(Cl)ccc4o3)nc2n1
 : 19% | -6% | 1.9% | -4% | -22%
- O=S(=O)(/N=C(/Nc1cccnc1)c1ccccc1)c1ccc(F)cc1F
 : 31% | -7% | 0.7% | · | 1%
- CCN(CC(=O)Nc1cc(Cl)ccc1C)C(=O)CC1CCCC1
 : 22% | -10% | 2.3% | · | 5%
- COc1ccc2c(C)cc(=O)oc2c1
 : · | 0% | 0.4% | · | ·
- Cc1cccc(N/N=C/c2ccncc2)c1
 : -4% | -4% | i | 17% | ?
- CC(C)NC(=O)[C@H]1N2C(=O)c3ccccc3C2SC1(C)C (some centres undefined)
 : 4% | -4% | 0.1% | 0% | -4%
- O=C1c2ccc(-c3nc4ccccc4o3)cc2C(=O)N1Cc1ccccc1
 : · | -5% | i | · | ·
- COC(=O)c1oc2ccc(Br)cc2c1-n1cccc1
 : 40% | 5% | 1.0% | -11% | -1%
- CC(C)c1cccc(C(C)C)c1NC(=O)COC(=O)[C@H](C)NC(N)=O
 : 15% | -7% | 1.3% | 6% | 0%
- Cc1ccc(P(=Nc2ccccc2)(N2CCOCC2)N2CCOCC2)o1
 : 5% | 1% | 0.2% | 2% | 3%
- CC1COC(=O)C(NNc2ccc(Cl)c(Cl)c2)=N1 (centres undefined)
 : 8.7µM* | 1% | 2.0% | 10% | -8%
- Fc1ccc(N/N=C2/CC(c3ccccc3)Oc3ccccc32)c(F)c1 (centres undefined)
 : ? | -4% | 1.9% | -8% | >100µM*
- COCCN(CC(=O)Nc1cccc(S(=O)(=O)N2CCCC2)c1)Cc1nc2ccccc2c(=O)[nH]1
 : · | -1% | 12% | · | ·
- Cc1nnc(NCc2ccco2)s1
 : -4% | 0% | 6.7% | 6% | -3%
- COc1cc(-c2nc3ccccc3nc2-c2ccc(O)c(OC)c2)ccc1O
 : -16% | -7% | 0.8% | -2% | 8%
- Cc1ccc(C(=O)CSc2ncnc3sc4c(c23)CCC(C)C4)cc1 (centres undefined)
 : · | -1% | 3.5% | · | ·
- COc1ccc(Cc2nc3ccccc3[nH]c2=O)cc1
 : -2% | -5% | 1.0% | 5% | 2%
- CC(=O)Cc1nsc(NC(=O)c2ccc(COc3ccccc3C)o2)n1
 : 38% | 4% | 1.5% | -29% | 5%
- COC(=O)C1=C(C)NC(C)=C(C(=O)OC)C1c1ccc(OC(=O)c2oc3ccccc3c2C)c(OC)c1
 : -14% | -5% | 1.0% | -5% | 4%
- O=C(COC(=O)/C=C/c1ccc(Cl)cc1Cl)NCc1ccco1
 : 16% | -1% | 7.4% | 12% | -6%
- CCN1CCN(C(=O)CS(=O)(=O)Cc2nc(-c3ccccc3C)oc2C)CC1
 : -6% | -4% | 2.7% | 2% | -2%
- COc1ccc(NC(=S)N2CCC(C(=O)N3CCCCCC3)CC2)cc1
 : 9% | -1% | 1.5% | 0% | 0%
- CCOC(=O)Cn1c(=O)oc2cc(S(=O)(=O)Nc3ccc(F)cc3)ccc21
 : -8% | -1% | 4.9% | -25% | -3%
- Cc1cccnc1NC(=O)c1ccc(COc2ccccc2)o1
 : 28% | -5% | 3.6% | -5% | 1%
- COc1ccc(OC)c2[nH]c(=O)c(CCNC(=O)c3ccc(S(=O)(=O)N4CCCC4)cc3)cc12
 : 18% | 4% | 7.2% | 8% | 7%
- CCc1ccccc1C1C(=O)c2ccccc2C1=O
 : 4% | 7% | i | 3% | ?
- O=S(=O)(Nc1cc(Cl)cc(Cl)c1)N1CCOCC1
 : 19% | -10% | 1.2% | 4% | -4%
- O=C(CN1C(=O)C2C3C=CC(C3)C2C1=O)Nc1cccc(S(=O)(=O)N2CCCC2)c1 (centres undefined)
 : 3% | 2% | i | -5% | 1%
- Cc1ccc2cccc(Oc3ncnc4scc(-c5ccc(Cl)cc5)c34)c2n1
 : 44% | -3% | i | -9% | 58%
- Cc1ccc(/C=N/NC(=O)CN2CCN(Cc3ccccc3)CC2)o1
 : -7% | -15% | i | 8% | -7%
- COc1ccc(C(=O)c2c3ccccc3[n+]([O-])n2CCC(N)=O)cc1
 : 3% | -3% | i | -4% | 1%
- Cc1ccc(OCc2nnc(SCc3cc(=O)[nH]c4ccccc34)n2-c2ccccc2)cc1
 : 39% | -3% | 2.7% | -4% | 64%
- Cc1cc(NC(=O)c2sc3ccccc3c2O)no1
 : 61% | -5% | 1.6% | -6% | 8%
- Cc1cc2c(n1-c1ccc(Cl)cc1)CC(C)(C)CC2=O
 : 7% | -4% | i | 6% | 2%
- O=c1cc(CSc2nnc(-c3cccnc3)n2-c2ccccc2F)nc2sccn12
 : -4% | 0% | 0.7% | 1% | -7%
- O=C(NCCCN1CCOCC1)C(=O)NCC1CCCO1 (centres undefined)
 : 8% | 4% | 0.9% | -2% | -5%
- CCc1ccc(CN(C)C(=O)C2CCC(=O)N(Cc3cccc(OC)c3)C2)nc1 (centres undefined)
 : 2% | -3% | i | 1% | 3%
- c1ccc2[nH]c(NCCCN3CCOCC3)nc2c1
 : -18% | 3% | 1.9% | -4% | -4%
- COc1ccccc1OCc1ccc(C(=O)NCC2CCCO2)o1 (centres undefined)
 : 12% | 0% | i | 7% | -10%
- Cc1nc2c(Br)cc(Br)cc2cc1O
 : ? | -4% | i | -4% | 66%

# More results
# Results follow in this order: M. tuberculosis | H1N1 NS1A inhibition | VEEV TC-83 Vero | Salmonella PhoP GFP | H37Rv inhibition
- Cc1n[nH]c(=O)nc1N1CCN(c2ccccc2)CC1
 : -15% | -7% | 0.1% | -10% | -5%
- Cc1ccc(NC(=O)C(C)SCc2nc3sc(C)c(C)c3c(=O)[nH]2)nc1 (centres undefined)
 : -7% | 1% | 7.1% | 6% | 5%
- Nn1c(C2COc3ccccc3O2)n[nH]c1=S (centres undefined)
 : 33% | 20% | 10% | 3% | 0%
- Oc1ccc2ccccc2c1C=Nc1cc(C(F)(F)F)ccc1N1CCCC1
 : 16% | -9% | 5.9% | -162% | 3%
- Cc1ccc(-c2[nH]ncc2/C=N/n2c(C)nc3ccccc3c2=O)cc1
 : -6% | 6% | 12% | 149µM* | 8%
- CC(=O)N1c2ccc(S(=O)(=O)NCC3CCC(C(=O)NC4CCC(C)CC4)CC3)cc2CC1C (centres undefined)
 : 32% | 5% | i | 1% | 10%
- Cc1cn(CC(=O)NCC2CCCO2)c(=O)[nH]c1=O (centres undefined)
 : · | 6% | 0.6% | · | ·
- O=C(O)c1cc([N+](=O)[O-])c(NCCC2=CCCCC2)c([N+](=O)[O-])c1
 : 32% | -8% | 0.3% | -26% | 14%
- CCCCCCC(Cl)(Cn1ccnc1)c1ccccc1 (centres undefined)
 : ? | -7% | i | 8% | 12%
- CCCOc1ccc(/C=N/Nc2cccc([N+](=O)[O-])c2)c(O)c1
 : 15% | -1% | 1.8% | 1% | 7%
- CCOC(=O)c1cnn(-c2ccc([N+](=O)[O-])cc2)c1N
 : -8% | 1% | 2.7% | 0% | 1%
- O=c1oc2ccccc2c(Nc2cccc3ccccc23)c1[N+](=O)[O-]
 : 21% | -1% | i | 2% | 20%
- c1ccc(COc2cccc(CN3CCN(c4ccccn4)CC3)c2)cc1
 : 47% | 4% | i | 3% | ?
- COCCNC(=O)NC12CC3(C)CC(C)(CC(C)(C3)C1)C2
 : 6% | -9% | i | 0% | 10%
- Cc1ccc(S(=O)(=O)N2Cc3ccccc3CC2C(=O)Nc2ccc3c(c2)OCO3)cc1 (centres undefined)
 : -1% | -2% | 10% | -9% | -3%
- CC1=C(C(=O)OCc2ccccc2)C(c2cccc(Cl)c2Cl)NC(=O)N1CCCCCC(=O)O (centres undefined)
 : 5% | 6% | 0.2% | -10% | 3%
- Cc1occc1C(=O)Nc1ccc(OCc2ccccc2)cc1
 : 46% | 12% | i | 0% | 3%
- CCOC(=O)c1c(C)nc(C)c(C(=O)OCC)c1-c1cccc(N)c1
 : 5% | 12% | i | -5% | 1%
- C[C@H](CO)N1C[C@H](C)[C@@H](CN(C)S(=O)(=O)c2cccs2)Oc2c(NC(=O)C3CC3)cccc2C1=O
 : 11% | -13% | 0.5% | · | 8%
- CCCCCCCCCn1c2c(c(=N)c3c1CCC3)CCC2
 : ? | 4% | i | 17µM* | ?
- Cc1ccc(C)c(OCC(=O)Nc2ccccc2C(=O)NC2CC2)c1
 : -5% | -7% | 0.2% | -1% | 8%
- Cc1c(C(=O)NCCc2ccc(S(N)(=O)=O)cc2)cccc1[N+](=O)[O-]
 : -8% | 1% | 0.5% | -12% | 2%
- COc1ccccc1-c1nnc(SCc2ccccn2)n1C
 : 7% | 1% | 1.1% | -10% | -3%
- CCOC(=O)c1c(C)[nH]c2cc(Br)c(O)cc12
 : 8% | 5% | 8.9% | 8% | -4%
- Fc1ccc(C2CCCN2Cc2nc(-c3cnccn3)no2)cc1 (centres undefined)
 : 4% | 0% | 2.6% | -2% | -2%

# Of the compounds above, these have two or more sulfur atoms.
# Results follow in this order: M. tuberculosis | H1N1 NS1A inhibition | VEEV TC-83 Vero | Salmonella PhoP GFP | H37Rv inhibition
- c1ccc2sc(SCc3ccc(-c4nnco4)cc3)nc2c1
 : i | 6% | 2.0% | 0% | ?
- Cc1ccc(C(=O)CSc2ncnc3sc4c(c23)CCC(C)C4)cc1 (centres undefined)
 : · | -1% | 3.5% | · | ·
- O=c1cc(CSc2nnc(-c3cccnc3)n2-c2ccccc2F)nc2sccn12
 : -4% | 0% | 0.7% | 1% | -7%
- Cc1ccc(NC(=O)C(C)SCc2nc3sc(C)c(C)c3c(=O)[nH]2)nc1 (centres undefined)
 : -7% | 1% | 7.1% | 6% | 5%
- C[C@H](CO)N1C[C@H](C)[C@@H](CN(C)S(=O)(=O)c2cccs2)Oc2c(NC(=O)C3CC3)cccc2C1=O
 : 11% | -13% | 0.5% | · | 8%
